KAT2A inh = blocks human GCN5L2 histone acetyltransferase | Q92830 | GCN5L2 HAT assay, ThioGlo1 CoA-SH fluorescence | Potency, µM (titrated, usually from 58.9 µM), for the others: top-dose activity change, negative = inhibition, actives largely listed as inhibitors | 390,000 tested, 0.21% active
Target sequence (Q92830 whole entry, looked up): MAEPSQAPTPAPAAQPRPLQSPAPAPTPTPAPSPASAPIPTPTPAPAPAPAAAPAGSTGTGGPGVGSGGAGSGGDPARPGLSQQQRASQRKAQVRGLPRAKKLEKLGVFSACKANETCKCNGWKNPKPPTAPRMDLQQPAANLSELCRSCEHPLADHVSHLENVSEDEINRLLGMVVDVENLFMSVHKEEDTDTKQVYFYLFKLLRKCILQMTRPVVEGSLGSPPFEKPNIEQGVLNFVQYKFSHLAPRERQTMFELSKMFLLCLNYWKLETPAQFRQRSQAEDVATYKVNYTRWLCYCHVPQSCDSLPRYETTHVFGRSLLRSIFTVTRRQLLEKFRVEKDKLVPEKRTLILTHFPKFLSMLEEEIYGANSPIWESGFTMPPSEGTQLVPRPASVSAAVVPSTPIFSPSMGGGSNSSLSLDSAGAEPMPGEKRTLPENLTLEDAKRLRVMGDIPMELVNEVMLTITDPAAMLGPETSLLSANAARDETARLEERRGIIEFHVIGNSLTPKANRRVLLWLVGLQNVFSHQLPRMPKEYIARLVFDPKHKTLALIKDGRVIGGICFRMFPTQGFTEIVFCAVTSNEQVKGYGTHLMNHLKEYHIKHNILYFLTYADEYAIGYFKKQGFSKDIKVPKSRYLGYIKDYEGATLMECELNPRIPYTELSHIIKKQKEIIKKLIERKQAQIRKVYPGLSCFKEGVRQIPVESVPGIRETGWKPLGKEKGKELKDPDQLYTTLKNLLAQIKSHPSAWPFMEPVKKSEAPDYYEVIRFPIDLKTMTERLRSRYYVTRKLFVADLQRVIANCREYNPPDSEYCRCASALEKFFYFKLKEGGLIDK
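qHTS, 1536-well. 20nM enzyme, pH 7.5 HEPES/EDTA/Tween-20 buffer; 15 min compound preinc., RT. Start: 75uM H3(1-25), 70uM AcCoA, 50uM ThioGlo1. Read Ex340/Em540 at t=0 (autofluorescence flag) and t=20 min.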
TDP1 block = TDP1 (human) enzyme inhibition | Q9NUW8 | recombinant TDP1, AlphaScreen DNA substrate cleavage | Potency, µM (doses to about 130 µM), for the others: top-dose activity change, negative = inhibition, most hits filed as inhibitors | 350,000 tested, 0.28% active; note: nearly all actives have a fitted effect of over 40% in size
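Enzyme-compound mixtures sat 15 min at room temperature, followed by a 5 min reaction with 15 nM final substrate and 10 min with AlphaScreen beads. Recombinant human Tdp1 was used at 1 nM final.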
TDP1 cell noCPT = qHTS for Inhibitors of human tyrosyl-DNA phosphodiesterase 1 (TDP1): qHTS in cells in absence of CPT | DT40 Tdp1-/- hTDP1 cells, no CPT, ATP luminescence, 48 h | Potency, µM (highest dose often 46.2 µM), for the others: top-dose activity change, negative = growth inhibition, hits mostly inhibitors | 420,000 tested, 15% active | AID 686978, 2013; note: nearly all actives have a fitted effect of over 55% in size
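Stably hTDP1-transfected Tdp1-null chicken DT40 cells were treated with library compounds minus camptothecin and grown for at least 48 hr at 37 °C, after which cellular ATP was quantified by luminescence.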
Active calls of the source: *; ? = inconclusive; . = not tested or not shown; [ ] = remark or other dose. Calls come from the whole dose curve; as a rule, active = well fitted curve in the direction sought with a large enough effect; inconclusive = small, poorly fitted or top-dose-only effect, or another doubt; inactive = no such curve, though single readings can be large; an effect the other way counts as inactive or inconclusive. % is set by controls: 0 for no effect and ±100 for the full control effect; potency is the fitted concentration of half-maximal effect. A portion of the library, so the mix of outcomes need not match the whole.

molecule	KAT2A inh	TDP1 block	TDP1 cell noCPT
Cc1c(NC(=O)CSCc2c(F)cccc2Cl)c(=O)n(-c2ccccc2)n1C	-8%	-3%	-19%
O=C(CNC(=O)c1ccc(Cl)cc1)OCCCOC(=O)CNC(=O)c1ccc(Cl)cc1	-1%	4%	-19%
O=C(COC(=O)Cc1ccccc1[N+](=O)[O-])NCc1ccc(F)cc1	10%	0%	-10%
Cc1ccc(NC2CCCN(C(=O)c3cn4cc(Cl)ccc4n3)C2)cc1C (centres undefined)	1%	5%	?
COc1ccccc1-c1nc(CNC(=O)NC2CCCCC2)c(C)o1	25%	4%	-8%
Cc1ccc(Cl)cc1NS(=O)(=O)c1cc2c3c(c1)CC(=O)N3CCC2	-5%	-8%	?
Cc1cc(C)nc(SCC(=O)NC2CCCC2)n1	0%	12%	-9%
Cc1cc(C(F)(F)Cl)n2ncc(-c3ccccn3)c2n1	-18%	.	-17%
N[C@H](C(=O)O)[C@H](OCc1ccccc1)C(=O)O	-13%[0.501 µM]	8%[56.1 µM]	-6%
CCN(CC)S(=O)(=O)c1ccc(C)c(NC(=S)N2CCN(c3ccccn3)CC2)c1	-6%	.	15µM*

Next results follow:
molecule	KAT2A inh	TDP1 block	TDP1 cell noCPT
S=c1[nH]nc(-c2ccccn2)n1/N=C/c1ccc(-c2ccccc2Br)o1	-22%	8%	-3%
COc1cccc(CNC(=O)C2CCN(S(=O)(=O)c3cn(C)cn3)CC2)c1	9%	-1%	-5%
Cc1ccc(Cl)cc1NC(=O)c1cc(NC(=O)CCCC(=O)O)ccc1N1CCCCC1	-11%	3%	16%
CCCn1c(CCC(=O)Nc2ccc(C)c(Cl)c2)nc2cccnc21	-1%	1%	?
O=C(O)C(Cc1ccccc1)N1CCS(=O)(=O)CC1 (centres undefined)	-8%	5%	-9%
COc1c(Cl)cc(-c2noc(C)c2C(=O)NCc2ccccc2)cc1Cl	-3%	4%	-22%
Cc1ccc(NC(=O)CN2C(=O)N/C(=C/c3ccc4c(c3)OCCO4)C2=O)cc1	-1%	7%[0.0935 µM]	2%
COc1ccc(-c2nc(N3CCCCCC3)sc2C(=O)c2ccccc2)cc1	-9%	-6%	23µM*
O=C(N/N=C\C=C\c1ccco1)C1COc2ccccc2O1 (centres undefined)	-12%	.	10µM*
O=C(CCc1nnc(C2CCCCC2)o1)N1CCC(Oc2cccnc2)CC1	13%	2%	-13%

Additional structures
molecule	KAT2A inh	TDP1 block	TDP1 cell noCPT
Cc1cc(C)nc(NS(=O)(=O)c2ccc(NC(=O)c3nn(-c4ccccc4)ccc3=O)cc2)n1	-7%	6%	-19%
COC(=O)c1sccc1NC(=O)CC1C(=O)NCCN1C(=O)Nc1ccc(C(F)(F)F)cc1 (centres undefined)	-3%	.	?
CCN1C=CC(=C2C(=O)c3ccccc3C2=O)C=C1	?	4%	15µM*
COc1ccc(/C=C/c2nnc(NC(=O)CSc3ccc(Cl)cc3)s2)cc1	-26%	3%	16µM*
CC(=O)Nc1ccc(NC(=O)CSC2=NS(=O)(=O)c3cc(Cl)ccc3N2)cc1	1%	-5%	-1%
CCC(CC)C(=O)Nc1ccc([N+](=O)[O-])cn1	-10%	8%	-2%
O=C(CSc1ncc(-c2ccccc2)n1-c1ccccc1)NCc1ccco1	-10%	10%	16µM*
Cc1ccn2cc(CNC(=O)c3cccs3)nc2c1	-21%	7%	-13%
COc1ccc2c(c1)CC(NC(=O)Nc1ccc(NC(C)=O)cc1)CO2 (centres undefined)	-2%	5%	-7%
COc1cc(CNc2nnnn2C)cc(OC)c1OC	-21%	.	-7%

Part of the list above, limited to TDP1 cell noCPT:
SMILES,TDP1 cell noCPT
CCN(CC)S(=O)(=O)c1ccc(C)c(NC(=S)N2CCN(c3ccccn3)CC2)c1,15µM*
S=c1[nH]nc(-c2ccccn2)n1/N=C/c1ccc(-c2ccccc2Br)o1,-3%
COc1cccc(CNC(=O)C2CCN(S(=O)(=O)c3cn(C)cn3)CC2)c1,-5%
Cc1ccc(Cl)cc1NC(=O)c1cc(NC(=O)CCCC(=O)O)ccc1N1CCCCC1,16%
CCCn1c(CCC(=O)Nc2ccc(C)c(Cl)c2)nc2cccnc21,?
O=C(O)C(Cc1ccccc1)N1CCS(=O)(=O)CC1 (centres undefined),-9%
COc1c(Cl)cc(-c2noc(C)c2C(=O)NCc2ccccc2)cc1Cl,-22%

New compounds follow:
molecule	KAT2A inh	TDP1 block	TDP1 cell noCPT
O=C(Cc1ccc(Cl)cc1)NC1CC1	-9%	1%	-6%
CC(=O)NC1=NN(C(C)=O)C(C)(CS(=O)(=O)c2ccc3ccccc3c2)S1 (centres undefined)	-2%	3%	-6%
Cc1ccc(NCc2nc3ccccc3n2C)cc1	-4%	-9%	?
Cc1ccc(NCC(=O)NNC2=NCCC2)c(C)c1	1%	4%	5%
COC(=O)c1[nH]c2ccc(Cl)cc2c1NC(=O)CCN1CCOCC1	-7%	0%	-14%
O=[N+]([O-])c1cc(S(=O)(=O)NC2=NCCCCC2)ccc1Cl	-18%	-3%	-12%
O=C(NCc1cccs1)C(=O)NCC1OCCCN1S(=O)(=O)c1ccccc1 (centres undefined)	-3%	6%	?
O=C(NCC1CCCO1)c1ccc(NC(=O)c2ccc([N+](=O)[O-])cc2)cc1 (centres undefined)	-18%	.	-20%
Cn1cnc(S(=O)(=O)N2CCC(C(=O)NCc3ccc(F)cc3)CC2)c1	-18%	4%	-5%
CCOC(=O)c1cc2n(c1N)-c1ccccc1C2=O	-4%	0%	-19%

2 entries from above, with two lines to a compound.
Below each compound – KAT2A inh, TDP1 block, TDP1 cell noCPT
> Cc1ccc(NC2CCCN(C(=O)c3cn4cc(Cl)ccc4n3)C2)cc1C (centres undefined)
    1%, 5%, ?
> COc1ccccc1-c1nc(CNC(=O)NC2CCCCC2)c(C)o1
    25%, 4%, -8%

More compounds.
molecule	KAT2A inh	TDP1 block	TDP1 cell noCPT
O=C(c1ccc2c(c1)N(Cc1cccc(Cl)c1)C(=O)c1ccccc1S2(=O)=O)N1CCCC1	-8%	-1%	21µM*
S=C(NCCc1ccccc1)NC1CCC(NC(=S)NCCc2ccccc2)CC1 (centres undefined)	2%	2%	12%
O=S1(=O)CCC(N2CCOCC2)C1 (centres undefined)	1%	5%	-21%
COc1cccc(CNC(=O)Cn2c(=O)n(CCC(=O)N3CCCCC3)c(=O)c3sccc32)c1	-5%	5%	10%
COC(=O)c1c(-c2cccs2)csc1NC(=O)COc1ccc(C(C)C)cc1	-28%	-4%	21µM*
C=CCOc1ccc(CNc2ccc(NC(=O)CC(C)C)cc2)cc1OC	2%	6%	?
O=C(O)c1c2c(nc3ccc(S(=O)(=O)N4CCC(C(=O)NCc5ccccc5Cl)CC4)cc13)CCCC2	-17%	4%	15%
COc1ccc(NC(=O)CCN2CC(C)OC(C)C2)c(OC)c1 (centres undefined)	1%	6%	2%
C=CCNC(=O)Nc1ccc(F)c(Cl)c1	-7%	-8%	-10%
CCCS(=O)(=O)C(=C1NCCO1)S(=O)(=O)CCC	-5%	-1%	-20%

Further records:
molecule	KAT2A inh	TDP1 block	TDP1 cell noCPT
Cc1oc2ncn(C)c(=O)c2c1C(=O)N1CCN(c2cccc(C(F)(F)F)c2)CC1	-15%	-7%	-18%
c1ccc2c(c1)COC(CNC1CCCCC1)OC2	-9%	-1%	-17%
Cc1nc(CS(=O)(=O)c2ccccn2)sc1C(=O)NNC(=O)c1ccc(Cl)cc1	-1%	.	6%
Cn1c(C(=O)N2CCN(Cc3ccccc3)CC2)cc2c(=O)n(C)c3ccccc3c21	-6%	2%	?
CCOC(=O)C1(C)C=C(Nc2cccc(C(=O)O)c2)C(=O)N1c1ccccc1 (centres undefined)	-12%	.	21%
Cc1ccc(S(=O)(=O)c2cn(CC(=O)Nc3ccc(F)cc3)c3cc4c(cc3c2=O)OCO4)cc1	-2%	9%	-17%
NNC(=O)CNC(c1ccccc1)c1cc(Br)ccc1N (centres undefined)	-1%	4%	-13%
CCCCC(=O)NNC(=S)NC(=O)C(c1ccccc1)c1ccccc1	0%	11%	?
CCCN1C(=O)c2[nH]nc(-c3ccccc3O)c2C1c1ccc(OCc2ccccc2)c(OCC)c1 (centres undefined)	1%	12%	16µM*
CCOC(=O)C1CCN(C2CCN(C(=O)c3oc4c(C)c(C)ccc4c3C)CC2)CC1	-11%	7%	-26%

Next section.
molecule	KAT2A inh	TDP1 block	TDP1 cell noCPT
Cc1cc(C)nc(Nc2ccccc2F)n1	-18%	.	-1%
COc1ccc(C)cc1NC(=O)c1ccc2c(c1)OCO2	-20%	2%	-25%
COc1cc(NC(=O)c2nc(-c3ccncc3)no2)cc(OC)c1OC	-2%	-1%	?
CCN(CC)S(=O)(=O)c1cccc(-c2nnc(SCCCC(=O)c3ccccc3)o2)c1	-5%	-2%	?
CC(CNC(=O)c1ccc(-c2ccccc2)cc1)CN(C)C (centres undefined)	-3%	6%	-9%
Cc1ccc2oc(=O)c(S(=O)(=O)c3ccc(F)cc3)cc2c1	-2%	1%	-19%
COc1ccc(NC(=O)CCSCCC(=O)Nc2ccc(OC)cc2OC)c(OC)c1	-1%	-3%	3%
Cn1nc(C(F)(F)F)c2cc(C(=O)Nc3ccc(Cl)cc3)sc21	65%[activator]	0%	?
CC(NC(=O)CC12CC3CC(CC(C3)C1)C2)C(=O)O (centres undefined)	-1%	0%	-1%
COc1ccc(N2CCN(C(=O)Nc3cn(CC(C)C)c(=O)c4ccccc34)CC2)cc1	-4%	6%	15µM*

(more compounds)
molecule	KAT2A inh	TDP1 block	TDP1 cell noCPT
Cc1c(Cl)cnc(NC(=O)COC(=O)[C@@H](NC(=O)c2ccco2)C(C)C)c1Cl	-15%	-7%	0%
Cc1ccc2cc(CN(C(=O)c3ccco3)c3cccc(C)c3C)c(=O)[nH]c2c1	-8%	1%	?
O=C(Cn1nnc(-c2ccccc2NC(=O)C2CC2)n1)NC1CCCCC1	-1%	3%	-10%
COc1ccc(-n2nc(C(=O)NCC(=O)N3CCN(c4ccccc4OC)CC3)c3ccccc3c2=O)cc1OC	-3%	.	?
Cc1nn(-c2ccccc2)c2nc(-c3ccncc3)cc(C(=O)NCc3ccco3)c12	-9%	0%	18µM*
COc1cc(OC)c2ccc(=O)oc2c1C(CCN1CCCC(C)C1)c1ccc2c(c1)OCO2 (centres undefined)	-8%	11%	15µM*
O=C(NCc1ccc(F)cc1)C1CCC(CNc2c(N3CCCCC3)c(=O)c2=O)CC1 (centres undefined)	-19%	.	9%
CN1CCN(C(CNC(=O)C(=O)Nc2ccc(F)cc2F)c2ccc3c(c2)OCO3)CC1 (centres undefined)	-2%	9%	-24%
COC(=O)C1=CN(c2cc(C)cc(C)c2)C=C(C(=O)OC)C1c1cccc(F)c1	-3%	-16%	13µM*
S=c1[nH]nc(CN2CCCCC2)n1-c1ccc(Cl)cc1	-3%	3%	7%

The last two entries of the section above come first, to join the parts.
molecule	KAT2A inh	TDP1 block	TDP1 cell noCPT
COC(=O)C1=CN(c2cc(C)cc(C)c2)C=C(C(=O)OC)C1c1cccc(F)c1	-3%	-16%	13µM*
S=c1[nH]nc(CN2CCCCC2)n1-c1ccc(Cl)cc1	-3%	3%	7%
Cc1c(Cl)cccc1NC(=O)CCN1CCN(CCO)CC1	-12%	5%	-9%
CC(Sc1nnc(-c2cccnc2)n1N)C(=O)Nc1ccc2c(c1)OCCO2 (centres undefined)	-6%	-11%	5%
Cc1cccn2c(=O)c3cc(C#N)c(=O)n(-c4c(C)n(C)n(-c5ccccc5)c4=O)c3nc12	-8%	3%	?
N#CC1=C(c2ccccc2)/C(=C/c2ccccc2)OC1=O	-6%	8%	18µM*
S=c1[nH]nc(COc2ccccc2)n1/N=C/c1cccc(Br)c1	-2%	.	-16%
CC(Sc1nnc(-c2cccnc2)n1N)C(=O)NCCC1=CCCCC1 (centres undefined)	3%	-5%	-2%
COc1ccc(C(=O)CC(=O)C(=O)Nc2cc(C)ccc2C)cc1	-3%	.	?
Cn1c(SCC(=O)c2ccc(F)cc2)nc2cccnc21	-5%	3%	-30%
CCOC(=O)C1CCN(C(=O)c2ccc3c(c2)C(=O)N(c2ccccc2C)C3=O)CC1	0%	.	-20%
CCCN(Cc1cc2cccc(C)c2[nH]c1=O)C(=O)c1cccc(Cl)c1	2%	5%	?

Following part.
molecule	KAT2A inh	TDP1 block	TDP1 cell noCPT
COc1ccc(S(=O)(=O)n2nc(C)c(S(=O)(=O)N3CCCCC3)c2C)cc1	-3%	1%	22%
Cc1ccnc(NC(=O)Cn2c(=O)oc3cc(S(=O)(=O)N4CCCC4)ccc32)c1	3%	.	1%
COc1cccc(-c2nn(-c3ccccc3)cc2CN(C)Cc2ccno2)c1	-10%	.	21µM*
O=[N+]([O-])c1cc2oc3c(c2c(C=NCc2ccncc2)c1O)CCCC3	-19%	5%	?
CCCN1CNc2c(c(=O)[nH]c(=S)n2CCC(C)(C)C)C1	.	1%	13µM*
C(=C\CSc1ncn[nH]1)/CSc1ncn[nH]1	1%	5%	3%

Screening results deposited in PubChem BioAssay by National Center for Advancing Translational Sciences (NCATS).
